NOD2 RIPK2 PPI = NOD2-RIPK2 binding disruptors in cells, primary screen, fluorescence, CHO cells, BLA complementation. Receptor-interacting serine/threonine-protein kinase 2 (Homo sapiens), O43353. CCF4 ratio. 360,000 tested, 0.38% active. inhibition, % at 4.98 µM. AID 624267, 2012; in the data active = inhibition above about 21%;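 also: 0% = vehicle only and 100% = reference blocker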
Target sequence (O43353 whole entry, looked up): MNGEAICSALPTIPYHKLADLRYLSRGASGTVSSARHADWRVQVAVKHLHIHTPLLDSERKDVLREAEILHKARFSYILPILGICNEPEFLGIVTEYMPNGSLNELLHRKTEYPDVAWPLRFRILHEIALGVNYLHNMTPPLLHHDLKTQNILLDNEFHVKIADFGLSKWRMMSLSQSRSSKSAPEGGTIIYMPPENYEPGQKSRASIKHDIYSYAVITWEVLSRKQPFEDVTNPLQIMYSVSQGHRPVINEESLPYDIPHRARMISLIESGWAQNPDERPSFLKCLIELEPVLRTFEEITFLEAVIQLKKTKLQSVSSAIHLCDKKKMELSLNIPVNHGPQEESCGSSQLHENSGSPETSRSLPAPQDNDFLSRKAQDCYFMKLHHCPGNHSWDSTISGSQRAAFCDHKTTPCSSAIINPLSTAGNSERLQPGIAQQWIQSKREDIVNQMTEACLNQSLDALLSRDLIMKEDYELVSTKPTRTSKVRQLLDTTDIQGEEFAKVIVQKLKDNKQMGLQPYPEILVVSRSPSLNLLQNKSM
TLR9-MyD88 inh = inhibitors of TLR9-MyD88 association in cells, primary screen, cell-based, CHO, BLA complementation, fluorescence; Toll-like receptor 9 (Homo sapiens) + Myeloid differentiation primary response protein …; CCF4 FRET ratio; inhibition, % at 4.98 µM; 340,000 tested, 0.21% active;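 active = inhibition above the mean over all tested compounds plus 3 SD, cut at about 21% in these data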;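 also: 0% = DMSO only wells and 100% = clavulanate BLA inhibitor control wells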
N-glyco inh = increase of ERlucT glycosylation luciferase signal, primary screen, N-linked glycosylation inhibitor project, D54 ERlucT cells, luminescence, set 2 | D54 ERlucT glycosylation luciferase reporter, 24 h; percent of 100 nM tunicamycin response | reporter increase, % at 12.5 µM | 360,000 tested, 0.23% active;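 active = mean luciferase reporter signal, scaled so untreated is 0 and the glycosylation-blocking control 100, at or above a set limit in every replicate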;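 also: luciferase carries N-glycosylation sites so blocking glycosylation raises the light; 0% = median of neutral control wells and 100% = median of 100 nM tunicamycin wells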
H9c2 protect = cardioprotection against H2O2-induced cell death, primary screen, uHTS, H9c2 cells, ATPLite luminescence | H9c2 cardiomyocytes, H2O2 injury protection, 2 h | protection from H2O2 cell death, % at 20 µM | 360,000 tested, 0.63% active | AID 588492, 2011;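 active = compounds giving at least 50% protection of heart cells from peroxide-induced death in the single-dose screen, raw or plate-pattern-corrected value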;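 also: 0% = DMSO wells with peroxide and 100% = DMSO wells without peroxide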
m5-HT2A agonist = mouse Htr2a agonists via beta-arrestin recruitment, primary screen, cell-based, luminescence. 5-hydroxytryptamine receptor 2A (Mus musculus), P35363. CHO-K1 mHTR2A beta-arrestin complementation; percent of 30 µM serotonin response. activation, % at 7.6 µM. 360,000 tested, 0.66% active;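 active = activation above a run cutoff, the mean activation of all tested compounds plus 3 SD, cut at about 14% in these data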;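 also: 0% = plate median of compound wells and 100% = 30 µM serotonin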
Target sequence (P35363 whole entry, looked up): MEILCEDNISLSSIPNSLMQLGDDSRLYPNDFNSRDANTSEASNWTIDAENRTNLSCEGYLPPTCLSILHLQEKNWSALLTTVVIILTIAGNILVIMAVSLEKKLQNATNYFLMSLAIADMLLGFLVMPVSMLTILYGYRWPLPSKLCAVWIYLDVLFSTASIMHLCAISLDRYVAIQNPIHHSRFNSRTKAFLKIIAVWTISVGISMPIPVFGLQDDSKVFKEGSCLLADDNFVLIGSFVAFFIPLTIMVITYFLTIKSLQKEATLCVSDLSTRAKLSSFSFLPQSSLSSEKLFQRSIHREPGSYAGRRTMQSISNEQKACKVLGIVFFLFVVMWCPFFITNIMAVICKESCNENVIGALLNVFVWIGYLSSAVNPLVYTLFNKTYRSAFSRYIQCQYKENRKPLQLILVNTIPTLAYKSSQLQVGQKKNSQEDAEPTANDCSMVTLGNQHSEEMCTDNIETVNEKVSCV
SRC2 inh = inhibition of GAL4-SRC2 driven luciferase reporter, primary screen, SRC2 inhibitor project, cell-based, luminescence | Nuclear receptor coactivator 2 (Homo sapiens), Q15596 | 370,000 tested, 0.17% active | HEK293 GAL4-SRC2 luciferase reporter | inhibition, % at 9 µM | AID 651957, 2012;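 active = inhibition above the mean inhibition of all tested compounds plus 3 SD, set per campaign, cut at about 52% in these data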;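 also: 0% = DMSO treated cells and 100% = cells given Gossypol at 36 µM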
ABHD5-PLIN5 inh = ABHD5-PLIN5 interaction inhibitors, primary screen, cell lysate, split luciferase complementation, luminescence. AID 602281, 2012. Split G. princeps luciferase complementation, 4 h. inhibition, % at 4 µM. Perilipin-5 (Homo sapiens) + 1-acylglycerol-3-phosphate O-acyltransferase ABHD5 (Homo …. 360,000 tested, 0.78% active;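 active = inhibition above the mean inhibition across every tested compound plus 3 SD, cut at about 22% in these data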;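 also: 0% = DMSO only wells and the 100% control is not disclosed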
MC4R ag barr = MC4R agonists recruiting beta-arrestin, primary screen, cell-based, luminescence, agonist arm of biased-ligand search; Melanocortin receptor 4 (Homo sapiens), P32245; U2OS MC4R beta-arrestin complementation; percent of melanotan II response, DMSO zero; activation, % at 8.9 µM; 360,000 tested, 0.98% active;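 active = activation above a per-plate cutoff, the mean activation of sample wells on that plate plus 3 SD, cut at about 8% in these data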
MC4R antagonist = MC4R antagonists of cAMP signaling, primary screen, cell-based, TR-FRET, antagonist arm of biased-ligand search | MC4R-expressing cells, MTII-stimulated cAMP, LANCE TR-FRET | inhibition, % at 6.5 µM | 360,000 tested, 0.48% active;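 active = inhibition above its plate's cutoff, the mean of tested wells on that plate plus 3 SD, cut at about 29% in these data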;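 also: 0% = Melanotan II alone and 100% = Melanotan II plus saturating MCL0020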
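Material: U2OS-MC4R stable cell line | Reagent: Melanotan II challenge after compound preincubation | Doses: One concentration, 6.5 µM nominal | Incubation: 30-min compound preincubation, 1-h Melanotan II challenge, 1-h detection, room temperature | Signal: TR-FRET cAMP assay | Replicates: One well per compound, no replicates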
ABCB6 inh 2 = ABCB6 transporter inhibitors, primary screen, K562-ABCB6 cells, flow cytometry, MLPCN library. ATP-binding cassette sub-family B member 6 (Homo sapiens), Q9NP58. K562-ABCB6 porphyrin accumulation, 1 h; stronger effect = lower value. fluorescence ratio to DMSO, % at 10 µM. 360,000 tested, 0.19% active;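 active = fluorescence ratio to DMSO below 75%, the collection mean minus 3 SD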;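 also: signal is porphyrin accumulated inside mitochondria; 100% equals median channel fluorescence of DMSO control wells; lower ratio means ABCB6 inhibition with less porphyrin fluorescence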
* hit, by the source's call.

O=C(O)/C=C/C(=O)Nc1nc(-c2ccc3ccccc3c2)cs1 was read as NOD2 RIPK2 PPI 7, TLR9-MyD88 inh -2, N-glyco inh 1, H9c2 protect 7, m5-HT2A agonist 2, SRC2 inh -3, ABHD5-PLIN5 inh -1, MC4R ag barr -2.1, MC4R antagonist -1 and ABCB6 inh 2 101.
For O=C(CCN1C(=O)c2ccccc2C1=O)NCc1ccccc1 the results were NOD2 RIPK2 PPI 4, TLR9-MyD88 inh 3, N-glyco inh -1, H9c2 protect 0, m5-HT2A agonist 9, SRC2 inh -1, ABHD5-PLIN5 inh -1, MC4R ag barr -0.2, MC4R antagonist 1 and ABCB6 inh 2 99.
Screening C=CCn1c(C)cc(C(=O)CSc2nnc3c(Cl)cc(Cl)cn23)c1C returned NOD2 RIPK2 PPI 0, TLR9-MyD88 inh -4, N-glyco inh -2, H9c2 protect -7, m5-HT2A agonist -6, SRC2 inh -6, ABHD5-PLIN5 inh -2, MC4R ag barr 0.1, MC4R antagonist 1 and ABCB6 inh 2 104.
`CN(C)c1ccc2nsnc2c1[N+](=O)[O-]` gave NOD2 RIPK2 PPI 8, TLR9-MyD88 inh -2, N-glyco inh 0, H9c2 protect 3, m5-HT2A agonist -5, SRC2 inh -16, ABHD5-PLIN5 inh -1, MC4R ag barr -0.5, MC4R antagonist 0 and ABCB6 inh 2 95.
Screening O=C(c1cccc(Br)c1)c1cn(-c2ccccc2)nc1C(=O)c1ccccc1 returned NOD2 RIPK2 PPI 2, TLR9-MyD88 inh -6, N-glyco inh -13, H9c2 protect -3, m5-HT2A agonist -1, SRC2 inh 18, ABHD5-PLIN5 inh -1, MC4R ag barr 1.2, MC4R antagonist 1 and ABCB6 inh 2 96.
`C/C(=N\NC(=O)Cc1c(F)cccc1Cl)c1cccnc1` gave NOD2 RIPK2 PPI -11, TLR9-MyD88 inh 0, N-glyco inh 2, H9c2 protect 1, m5-HT2A agonist -3, SRC2 inh -19, ABHD5-PLIN5 inh -6, MC4R ag barr -2.4, MC4R antagonist 6 and ABCB6 inh 2 109.
Screening Cc1ncc(CO)c(/C=N/NC(=S)Nc2ccc(F)cc2)c1O returned NOD2 RIPK2 PPI 4, TLR9-MyD88 inh 1, N-glyco inh 0, H9c2 protect 37, m5-HT2A agonist 3, SRC2 inh 1, ABHD5-PLIN5 inh -10, MC4R ag barr -1.9, MC4R antagonist -1 and ABCB6 inh 2 98.
Cc1ccc(NC(=O)c2cc(S(=O)(=O)NCCC3=CCCCC3)ccc2F)cc1 was read as NOD2 RIPK2 PPI -13, TLR9-MyD88 inh 4, N-glyco inh -6, H9c2 protect -11, m5-HT2A agonist -5, SRC2 inh 31, ABHD5-PLIN5 inh -10, MC4R ag barr -2.6, MC4R antagonist 7 and ABCB6 inh 2 89.
`Cc1c(C(=O)N/N=C/C(C)C)[nH]c2c([N+](=O)[O-])cccc12` gave NOD2 RIPK2 PPI 5, TLR9-MyD88 inh 12, N-glyco inh 12, H9c2 protect 3, m5-HT2A agonist 0, SRC2 inh -5, ABHD5-PLIN5 inh -3, MC4R ag barr -1.3, MC4R antagonist -27 and ABCB6 inh 2 105.
For CCC(=O)c1ccccc1OCCN1CCN(CC)CC1 the results were NOD2 RIPK2 PPI 1, TLR9-MyD88 inh -5, N-glyco inh 0, H9c2 protect 6, m5-HT2A agonist -2, SRC2 inh 11, ABHD5-PLIN5 inh 1, MC4R ag barr 1.2, MC4R antagonist 19 and ABCB6 inh 2 99.

Reprinted from the part before: 2 compounds, followed by the next part.
`Cc1c(C(=O)N/N=C/C(C)C)[nH]c2c([N+](=O)[O-])cccc12` gave NOD2 RIPK2 PPI 5, TLR9-MyD88 inh 12, N-glyco inh 12, H9c2 protect 3, m5-HT2A agonist 0, SRC2 inh -5, ABHD5-PLIN5 inh -3, MC4R ag barr -1.3, MC4R antagonist -27 and ABCB6 inh 2 105.
For CCC(=O)c1ccccc1OCCN1CCN(CC)CC1 the results were NOD2 RIPK2 PPI 1, TLR9-MyD88 inh -5, N-glyco inh 0, H9c2 protect 6, m5-HT2A agonist -2, SRC2 inh 11, ABHD5-PLIN5 inh 1, MC4R ag barr 1.2, MC4R antagonist 19 and ABCB6 inh 2 99.
`CC(C)OCCCn1c(SCC(=O)N2CCc3ccccc32)nc2ccccc2c1=O` gave NOD2 RIPK2 PPI -5, TLR9-MyD88 inh -3, N-glyco inh -1, H9c2 protect -10, m5-HT2A agonist -1, SRC2 inh 9, ABHD5-PLIN5 inh 0, MC4R ag barr 2.9, MC4R antagonist -2 and ABCB6 inh 2 96.
Screening CC1Cc2ccccc2N1C(=O)CSc1nn2c(=O)c(C(C)(C)C)nnc2s1 (centres undefined) returned NOD2 RIPK2 PPI -7, TLR9-MyD88 inh -3, N-glyco inh 19, H9c2 protect 18, m5-HT2A agonist 2, SRC2 inh 14, ABHD5-PLIN5 inh 1, MC4R ag barr -2.1, MC4R antagonist 12 and ABCB6 inh 2 99.
Screening COc1ccccc1N1CCN(C(=O)c2nn(C)c3c2CS(=O)(=O)c2ccccc2-3)CC1 returned NOD2 RIPK2 PPI 4, TLR9-MyD88 inh -4, N-glyco inh 0, H9c2 protect -4, m5-HT2A agonist 4, SRC2 inh -29, ABHD5-PLIN5 inh 1, MC4R ag barr -1.4, MC4R antagonist 16 and ABCB6 inh 2 94.
CCOc1ccc(/C(O)=C2/C(=O)C(=O)N(CC3CCCO3)C2c2cccs2)cc1 (centres undefined) was read as NOD2 RIPK2 PPI -1, TLR9-MyD88 inh 3, N-glyco inh 0, H9c2 protect 6, m5-HT2A agonist -1, SRC2 inh 5, ABHD5-PLIN5 inh 3, MC4R ag barr -0.4, MC4R antagonist 0 and ABCB6 inh 2 102.
COc1ccc(-c2ccc(SCC(=O)NC3CCCCC3)nn2)cc1OC was read as NOD2 RIPK2 PPI -4, TLR9-MyD88 inh 2, N-glyco inh -2, H9c2 protect -9, m5-HT2A agonist -3, SRC2 inh -48, ABHD5-PLIN5 inh 8, MC4R ag barr 0.9, MC4R antagonist 0 and ABCB6 inh 2 93.
`COc1ccc(C(C)(C)C)cc1NC(=O)COC(=O)c1nc2nccc(C)n2n1` gave NOD2 RIPK2 PPI -6, TLR9-MyD88 inh -6, N-glyco inh 4, H9c2 protect 6, m5-HT2A agonist -9, SRC2 inh 4, ABHD5-PLIN5 inh 7, MC4R ag barr -0.4, MC4R antagonist 2 and ABCB6 inh 2 102.
CN(C)c1ccc(C(CNC(=O)COc2ccc(Cl)cc2)N2CCCC2)cc1 (centres undefined) was read as NOD2 RIPK2 PPI -8, TLR9-MyD88 inh 3, N-glyco inh -2, H9c2 protect -1, m5-HT2A agonist -6, SRC2 inh -39, ABHD5-PLIN5 inh 5, MC4R ag barr -1.1, MC4R antagonist 3 and ABCB6 inh 2 89.
Screening CN(C)c1ccc(C=Nc2ccc(N(C)C)cc2)cc1 returned NOD2 RIPK2 PPI -9, TLR9-MyD88 inh -2, N-glyco inh -12, H9c2 protect -10, m5-HT2A agonist 0, SRC2 inh -37, ABHD5-PLIN5 inh -19, MC4R ag barr -1.6, MC4R antagonist -4 and ABCB6 inh 2 211.
COc1ccc([C@H]2CC(=O)C[C@@H](CCn3cc(-c4ccc(F)cc4)nn3)O2)cc1 was read as NOD2 RIPK2 PPI -13, m5-HT2A agonist 1, SRC2 inh 15, ABHD5-PLIN5 inh -13 and ABCB6 inh 2 127.
Screening COc1cc(Cl)cc(C=O)c1OCC(=O)O returned NOD2 RIPK2 PPI -9, TLR9-MyD88 inh 1, N-glyco inh 0, H9c2 protect 2, m5-HT2A agonist 4, SRC2 inh 1, ABHD5-PLIN5 inh -4, MC4R ag barr 0.3, MC4R antagonist 18 and ABCB6 inh 2 95.
For O=C(O)C1CC=CCC1C(=O)Nc1ccccc1Cl (centres undefined) the results were NOD2 RIPK2 PPI -8, TLR9-MyD88 inh -9, N-glyco inh 1, H9c2 protect 1, m5-HT2A agonist 7, SRC2 inh -1, ABHD5-PLIN5 inh -2, MC4R ag barr -2.3, MC4R antagonist 6 and ABCB6 inh 2 93.
COC(=O)c1c(NC(=O)C(C)(C)C)sc2c1C(C(=O)OC)CC2 (centres undefined) was read as NOD2 RIPK2 PPI -3, TLR9-MyD88 inh -1, N-glyco inh 4, H9c2 protect 7, m5-HT2A agonist 1, SRC2 inh -6, ABHD5-PLIN5 inh 2, MC4R ag barr -0.3, MC4R antagonist -2 and ABCB6 inh 2 89.
`COc1ccccc1-c1nnc(NC(=O)c2ccc(S(=O)(=O)N3CCCC3)cc2)o1` gave NOD2 RIPK2 PPI 1, TLR9-MyD88 inh 3, N-glyco inh 2, H9c2 protect 15, m5-HT2A agonist 6, SRC2 inh -6, ABHD5-PLIN5 inh 5, MC4R ag barr 1.6, MC4R antagonist 10 and ABCB6 inh 2 94.
For Nc1nc(SCc2ccccc2)c2ncn(CCO)c2n1 the results were NOD2 RIPK2 PPI -3, TLR9-MyD88 inh 5, N-glyco inh 2, H9c2 protect 3, m5-HT2A agonist -1, SRC2 inh -42, ABHD5-PLIN5 inh 8, MC4R ag barr -1.6, MC4R antagonist 6 and ABCB6 inh 2 100.
CCOC(=O)c1c(/N=C/C2C(=O)CC(C)(C)CC2=O)sc2c1CCCC2 was read as NOD2 RIPK2 PPI -5, TLR9-MyD88 inh 0, N-glyco inh 1, H9c2 protect -1, m5-HT2A agonist -2, SRC2 inh 14, ABHD5-PLIN5 inh 1, MC4R ag barr -1.2, MC4R antagonist 8 and ABCB6 inh 2 97.
Screening CNC(=O)Cn1nc(-c2ccc(Cl)cc2)c2ccccc2c1=O returned NOD2 RIPK2 PPI -7, TLR9-MyD88 inh 4, N-glyco inh -1, H9c2 protect 0, m5-HT2A agonist 1, ABHD5-PLIN5 inh -2, MC4R ag barr -1.6, MC4R antagonist -3 and ABCB6 inh 2 96.

Screening results (PubChem)

The list is partial; the hit share may differ from the screen's.
